HER2 expr 66K: Her2 kinase expression inhibition; SKBR-3 HER2 protein level, AlphaScreen, 18-24 h; stronger effect = lower value; AID 645; 65,000 tested, 0.69% active; HER2 level % of control, % at 10 µM;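 active = HER2 level under 5% of the carrier-only control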;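 also: 100% = DMSO carrier and 0% = 500 nM PU-H71 HSP90 inhibitor; lower value means stronger loss of Her2 protein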
HTR1E antagonist: antagonists of human 5-HT1E serotonin receptor; P28566; CHO 5-HT1E Ga15 NFAT-bla reporter, FRET, antagonist; inhibition, % at 6 µM; 65,000 tested, 0.99% active; AID 571;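 active = inhibition above a set limit, the mean inhibition across every tested compound plus 3 SD, cut at about 29% in these data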;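 also: signal is the 460 over 535 nm emission ratio of beta-lactamase substrate; 0% = agonist plus DMSO wells and 100% = wells without agonist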
Jurkat tox 60K: cytotoxicity toward Jurkat cells. Jurkat E6.1 viability, ATP luminescence, 48 h. inhibition, % at 4 µM. 56,000 tested, 1.2% active;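 active = inhibition above the mean inhibition of all tested compounds plus 3 SD, cut at about 28% in these data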
HEK293 NFkB inh: lowers PMA/ionomycin-induced NF-kB signal in HEK293 cells. HEK-293 NF-kB luciferase reporter, luminescence. inhibition, % at 3 µM. 62,000 tested, 0.21% active. AID 465;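 active = inhibition above the mean of all tested compounds plus 3 SD, cut at about 40% in these data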;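 also: 0% = stimulated DMSO wells and 100% = 10 µM reference inhibitor 5653914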
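System: NF-kB luciferase reporter HEK-293 cells | Replication: Single test | Control set: DMSO vs reference inhibitor | Evaluation: % inhibition | Schedule: 1 h pretreatment, 16 h stimulation, 37 °C | Probe or stimulus: PMA with ionomycin | Compound dosing: One dose, 3 µM | Detection: Luciferase luminescence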
S1P1 ag-PAM: activates or potentiates agonism at human S1P1 receptor; P21453; 56,000 tested, 0.57% active; S1P1 CRE-bla cells, forskolin, beta-lactamase FRET, potentiator mode; S1P1 agonist co-added at EC20, 2 nM; 100% = saturating reference agonist, 0% = basal; activation, % at 9.5 µM;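 active = activation above a cutoff set at the mean activation of all tested compounds plus 3 SD, cut at about 54% in these data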;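 also: forskolin at 4 µM as EC80 and the EC20 agonist is SEW2871; 100% = SEW2871 at its EC100 plus forskolin at EC80; some compounds past the cut are filed as inactive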
S1P3 agonist: agonists of human S1P3 receptor; Q99500; AID 373; S1P3 NFAT-BLA reporter cells, agonism, FRET ratio; relative to 1 µM S1P, basal subtracted; activation, % at 4.5 µM; 60,000 tested, 0.1% active;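 active = activation above the screen-wide mean plus 3 SD, cut at about 4.5% in these data, passing the limit was not always enough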; also: some compounds called inactive have numbers as strong as hits
Target sequence (Q99500 whole entry, looked up): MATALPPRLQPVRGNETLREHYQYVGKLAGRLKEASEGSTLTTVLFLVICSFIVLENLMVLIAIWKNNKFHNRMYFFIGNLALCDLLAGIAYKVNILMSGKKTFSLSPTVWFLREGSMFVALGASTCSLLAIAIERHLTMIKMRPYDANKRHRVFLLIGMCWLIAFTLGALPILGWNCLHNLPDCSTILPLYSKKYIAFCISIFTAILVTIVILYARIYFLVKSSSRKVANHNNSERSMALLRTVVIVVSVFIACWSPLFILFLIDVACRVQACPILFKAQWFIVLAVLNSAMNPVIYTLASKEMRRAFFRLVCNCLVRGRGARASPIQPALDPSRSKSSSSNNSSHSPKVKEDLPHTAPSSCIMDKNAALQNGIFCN
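Benchmarks: high control 1 µM S1P / System: stable CHO line with human S1P3, Gα16, NFAT-BLA reporter / Dosing: single compound concentration, 4.5 µM final / Timing: 4 h compound at 37 °C, 2 h substrate at RT / Measured by: FRET β-lactamase substrate fluorescence, excitation 405 nm, 460/535 nm emission ratio, background-subtracted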
HTR1E agonist: 5-HT1E (human) receptor agonism | P28566 | CHO 5-HT1E Ga15 NFAT-bla reporter, FRET; 0% DMSO wells, 100% control agonist wells | activation, % at 6 µM | 65,000 tested, 0.69% active | AID 574;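 active = activation above a set limit, the screen-wide mean activation plus 3 SD, cut at about 8.5% in these data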;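 also: 100% = positive control agonist at 1 µM giving full maximal response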
M1 antag: blocks the rat M1 muscarinic receptor response to acetylcholine; CHO-M1 cells, Fluo-4 calcium, ACh EC80 antagonist mode; stronger effect = lower value; B-score at 10 µM; 64,000 tested, 3.4% active; AID 628;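 active = calcium fluorescence response, raw or row-and-column corrected B-score, differing from the plate sample mean either way at a set confidence level, mostly lower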
Target sequence (P08482 whole entry, looked up): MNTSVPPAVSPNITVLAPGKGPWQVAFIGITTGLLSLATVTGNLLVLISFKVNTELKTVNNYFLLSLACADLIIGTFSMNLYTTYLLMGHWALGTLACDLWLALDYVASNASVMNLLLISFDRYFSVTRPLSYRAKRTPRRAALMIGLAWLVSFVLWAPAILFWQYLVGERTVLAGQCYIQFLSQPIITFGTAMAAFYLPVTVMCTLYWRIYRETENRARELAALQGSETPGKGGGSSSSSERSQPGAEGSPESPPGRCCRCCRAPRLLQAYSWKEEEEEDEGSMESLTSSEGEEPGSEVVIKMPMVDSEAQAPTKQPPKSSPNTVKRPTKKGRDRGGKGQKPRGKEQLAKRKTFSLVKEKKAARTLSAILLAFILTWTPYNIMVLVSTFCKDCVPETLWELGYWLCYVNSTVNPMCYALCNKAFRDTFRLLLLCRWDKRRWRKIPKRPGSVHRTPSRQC
M1 agonist: M1 muscarinic receptor agonism. CHO-M1 cells, Fluo-4 calcium fluorescence, agonist mode; stronger effect = higher value. B-score at 10 µM. 64,000 tested, 3% active;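 active = fluorescence rise, raw or as B-score row- and column-corrected plate score, outside the 99.7% band of its plate's samples, either direction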
Active calls of the source: *; x = not tested or not shown.

SMILES	HER2 expr 66K	HTR1E antagonist	Jurkat tox 60K	HEK293 NFkB inh	S1P1 ag-PAM	S1P3 agonist	HTR1E agonist	M1 antag	M1 agonist
CCOC(=O)c1c(C)c(C(=O)NCc2cccnc2)c(C)n1C	163.9	-1.3	-6.5	13.9	-7.0	-0.3	-0.5	-0.27	0.294
COc1ccc2[nH]c(=O)c(CN(C(=O)c3ccncc3)C(C)C)cc2c1	113.3	1.6	-4.1	9.2	8.6	-1.0	-0.3	1.35	-0.648
O=C(NCCc1ccccc1)C1CCN(S(=O)(=O)N2CCC3(CC2)OCCO3)CC1	93.2	-6.7	5.8	10.0	4.7	0.0	-0.8	0.102	0.26
CC(C)CNS(=O)(=O)c1ccc(CCC(=O)Nc2ccc3c(c2)OCO3)cc1	86.0	0.8	-1.5	6.1	2.6	-1.5	0.0	-1.21	1.1
CN1C(=O)c2ccccc2Sc2ccc(NC(=O)NC3CC3)cc21	87.8	-1.8	1.1	8.6	4.5	-0.7	0.1	-1.07	-1.48
CC1=C(C(=O)Nc2ccccc2)C(c2cccs2)n2nnnc2N1 (centres undefined)	93.9	-0.1	4.4	13.2	x	-1.3	0.8	0.262	-0.0526
CCN(CC(=O)NC)S(=O)(=O)c1ccc(Br)cc1	92.5	6.9	4.3	16.2	2.7	-0.6	-0.8	-0.129	0.154
CC(=O)Nc1ccc(N2CCN(C(=O)c3cccs3)CC2)cc1	101.1	-6.0	-5.1	10.2	-1.4	0.5	-0.3	0.436	-0.533
CCC1C(O)=C(c2ccccn2)C(=N)N1c1ccccc1 (centres undefined)	98.6	-5.1	-2.1	6.3	-0.5	-0.2	-0.3	-0.225	0.559
CCCC(c1nnnn1Cc1ccco1)N1CCC(C(N)=O)CC1 (centres undefined)	111.2	5.5	-8.3	6.2	-1.4	0.7	-0.3	-0.0109	0.109
Cc1ccc(C)c(OCC(=O)Nc2nonc2NC(=O)COc2cc(C)ccc2C)c1	79.5	-10.5	-9.1	-2.3	-7.6	0.5	0.1	1.04	-0.98
NC1=C(c2ccc(F)cc2)C(=O)CS1	90.1	-4.0	x	2.4	x	x	1.0	0.137	-0.147
CCC1(C)Cc2c(sc3c2c2ncnn2c2nnc(SCC(=O)NCc4ccco4)n32)CO1 (centres undefined)	57.0	2.1	x	4.1	x	x	0.9	-1.21	-0.531
CCC(CC)COC(=O)C(C#N)c1nc2ccccc2nc1N1CCN(CC)CC1 (centres undefined)	37.5	0.2	4.7	1.0	4.8	-0.3	0.8	-0.155	2.58
O=C1CC(c2ccc(Cl)cc2)n2nc(N3C(=O)c4ccccc4C3=O)nc2N1 (centres undefined)	101.3	-10.1	0.8	18.8	-1.0	-1.0	-0.7	1.23	-0.228
Cc1ccccc1CN1C(=O)C2(OCCCO2)c2ccccc21	87.7	-3.2	x	21.9	x	x	0.2	0.723	-0.287
COC(=O)Nc1nnc(Cc2ccccc2)s1	x	0.9	-3.8	13.6	-0.9	-0.7	0.6	-16.5*	0.134
Cc1c(NC(=O)c2cccc(F)c2)c(=O)n(-c2ccccc2)n1C	-25.7*	-2.8	-2.6	2.8	9.8	0.5	-0.2	-6.54*	8.89*
CCOC(=O)C1Cc2c([nH]c3ccccc23)CN1 (centres undefined)	96.6	-4.8	1.6	-8.2	-15.5	-0.9	-0.2	-1.51	-0.32
CCOc1ccc(C(C)=O)cc1COC(=O)C1=COCCO1	109.5	0.7	-2.6	11.2	4.6	0.6	-0.6	0.205	0.0828
O=C(O)CN(Cc1ccco1)S(=O)(=O)c1ccc(F)cc1	95.0	4.7	0.0	18.7	-12.3	-0.9	0.0	0.409	-0.0366
O=C(NCCC1=CCCCC1)C1CCN(S(=O)(=O)c2ccc(-n3cnnn3)cc2)CC1	89.9	7.7	1.2	4.6	-27.2	0.1	0.8	-0.618	-0.572
O=C1CCCC2=C1C(c1cccs1)n1nc(SCc3ccccc3)nc1N2 (centres undefined)	87.7	15.1	1.1	16.5	-16.7	0.0	-0.3	1.97	-0.0885
CCSc1ccccc1C(=O)N1CCN(c2ccccc2F)CC1	70.1	10.3	11.0	23.4	-6.9	0.2	0.5	-0.152	-0.0863
O=c1[nH]c(-c2ccccn2)nc2ccccc12	111.0	-2.0	x	x	-5.5	-5.0	-0.7	0.193	-0.344

Marked active in M1 agonist, among the entries above:
SMILES,HER2 expr 66K,HTR1E antagonist,HEK293 NFkB inh,S1P1 ag-PAM,S1P3 agonist,HTR1E agonist,M1 antag,M1 agonist
Cc1c(NC(=O)c2cccc(F)c2)c(=O)n(-c2ccccc2)n1C,-25.7*,-2.8,2.8,9.8,0.5,-0.2,-6.54*,8.89*

Continued.
SMILES	HER2 expr 66K	HTR1E antagonist	Jurkat tox 60K	HEK293 NFkB inh	S1P1 ag-PAM	S1P3 agonist	HTR1E agonist	M1 antag	M1 agonist
COC(=O)CC1=C(C)C(=O)CC2C(C)(C)CCCC12C (centres undefined)	100.7	0.4	3.9	-3.4	-8.6	-1.0	-0.6	0.386	0.424
COc1ccc(-c2noc(CCC(=O)Nc3ccc4c(c3)OCCO4)n2)cc1	75.8	1.5	x	13.8	x	x	0.0	-1.98*	3.73*
CCN(CCNC(=O)CN1CCN(Cc2ccc(Cl)cc2)C1=O)c1ccccc1	75.2	-4.7	x	10.0	x	x	0.2	-0.0309	0.0146
COc1cc(CNc2ccc3c(c2)CCC3)cc(OC)c1O	89.1	-10.3	10.2	9.4	-1.3	-0.4	-0.4	0.804	-0.33
CC(C)N1C(=O)C2C(C(=O)NC3CCCCC3)C3C=CC2(O3)C1C(=O)NC1CCCCC1 (centres undefined)	126.1	-11.1	-3.5	14.6	-3.9	-0.7	1.6	0.429	-0.26
O=C(CCCCCn1c(SCc2ccncc2)nc2ccccc2c1=O)NCc1ccco1	145.9	7.8	1.5	12.5	12.6	-0.8	0.3	0.274	1.41
CC(=O)C(C(C)=O)c1c(Cl)c(O)c(O)c2c(C(=O)c3ccccc3)coc12	5.2	22.6	49.3*	10.1	40.4	-1.3	-1.0	-0.343	2.89
O=C(CSc1nc2c(c(=O)n1-c1ccc(Cl)cc1)SCC2)NCC1CCCO1 (centres undefined)	138.9	4.2	x	10.5	x	x	0.1	-0.58	0.933
CCc1nc(NCCCn2ccnc2)c2oc3ccccc3c2n1	88.4	10.6	-2.2	15.4	-13.7	-1.2	1.1	0.0991	-0.645
CC(C)Oc1ccc(C(=O)N(Cc2ccco2)C2CCS(=O)(=O)C2)cc1 (centres undefined)	65.3	2.6	-4.0	-3.0	4.4	0.0	-1.5	0.17	0.00102
COc1cccc(NC(=O)c2nc3nc(C)cc(C(F)F)n3n2)c1	108.4	-13.4	0.8	16.1	-9.1	-0.5	-0.4	0.869	0.0588
Cc1csc(NC(=O)c2nc3nccc(C)n3n2)n1	85.8	-17.9	8.1	6.3	-3.0	-0.3	0.4	0.0383	-0.38
Cn1cccc1Cc1nnc(SCC(=O)Nc2ccc(F)cc2)n1-c1ccc(F)cc1	85.8	-0.1	-2.2	-0.5	7.3	-0.6	-0.1	-0.0792	-0.0371
c1ccc(N(c2ccccc2)c2nc(N3CCOCC3)nc(N3CCOCC3)n2)cc1	79.8	-1.2	-1.7	14.2	-20.4	-0.1	-1.0	0.839	0.449
Cc1ccnc(SCCn2c(Br)nc3c2c(=O)n(C)c(=O)n3C)n1	65.2	-8.7	-4.8	26.1	7.3	-0.7	-0.1	-0.151	2.1
N#C/C(=C\c1ccc[nH]1)Sc1nc2ccccc2s1	87.5	10.4	2.1	4.5	6.4	-1.1	-0.5	0.0459	0.451
CCOC(=O)c1c(-c2ccc(C)o2)csc1N	90.8	-11.8	-1.2	3.3	-9.2	-1.3	-0.3	0.00192	0.326
COc1ccc(OC)c(C(=O)c2coc3ccc(OC)cc23)c1	51.3	0.4	8.2	7.4	7.5	-0.9	-0.3	-1.32	0.0255
COC(=O)c1sc(N)c(C(=O)OC)c1CSc1nc2sc3c(c2c(=O)n1C)CCC3	93.0	6.1	x	21.0	x	x	0.2	-0.216	0.192
Cn1c(SCCN2CCCCC2)nnc1-c1ccccc1Br	74.2	0.0	-6.6	18.2	1.2	0.1	-0.4	-2.03*	1.03
CCn1cc(CNC(=O)C2C3CCC(C3)C2C(=O)O)cn1 (centres undefined)	87.6	7.1	-0.9	2.8	-1.3	0.5	-0.5	1.45	-0.654
CCCCCCn1c(CN2CCN(Cc3ccccc3)CC2)nc2c1c(=O)n(C)c(=O)n2C	96.8	0.1	17.5	6.0	5.5	2.2	0.0	-1.09	-1.01
CC(C)(C)c1ccc(NC(=O)COC(=O)C2=COCCO2)cc1	87.3	-15.9	3.8	2.0	-1.3	-0.7	-0.7	0.218	-0.627
O=C(CC12CC3CC(CC(C3)C1)C2)N1CCOCC1	95.3	2.0	-3.2	6.1	-17.4	-0.2	-1.1	0.382	0.781
O=C1c2ccccc2C(=O)N1CCCc1nc2ccccc2c(=O)n1CCCn1ccnc1	99.5	8.1	0.1	13.0	-7.0	-0.2	-0.4	-1.18	1.32
O=C(CN1CCOCCOCCN(CC(=O)Nc2ccccc2)CCOCC1)Nc1ccccc1	91.9	-1.6	5.3	13.7	-8.4	-0.3	0.4	0.0457	0.12
CCN(CC)S(=O)(=O)N1CCC(C(=O)NC2CCCc3ccccc32)CC1 (centres undefined)	99.8	2.3	1.8	14.3	12.3	-0.6	-0.3	0.191	0.131
CC(=O)NCCCCCCNC(C)=O	103.4	-11.2	x	x	0.8	-4.2	0.3	0.217	-0.196
CC(C)=CCC(C)(C)C1OCCN1C(=O)Nc1ccccc1 (centres undefined)	99.9	-3.4	-0.8	8.7	25.2	-1.1	0.2	-0.405	-0.0216

Part of the list above in order of heavy-atom count, largest number first:
SMILES	HER2 expr 66K	HTR1E antagonist	Jurkat tox 60K	HEK293 NFkB inh	S1P1 ag-PAM	S1P3 agonist	HTR1E agonist	M1 antag	M1 agonist
O=C(NCCc1ccccc1)C1CCN(S(=O)(=O)N2CCC3(CC2)OCCO3)CC1	93.2	-6.7	5.8	10.0	4.7	0.0	-0.8	0.102	0.26
O=C1CC(c2ccc(Cl)cc2)n2nc(N3C(=O)c4ccccc4C3=O)nc2N1 (centres undefined)	101.3	-10.1	0.8	18.8	-1.0	-1.0	-0.7	1.23	-0.228
CCN(CC)S(=O)(=O)N1CCC(C(=O)NC2CCCc3ccccc32)CC1 (centres undefined)	99.8	2.3	1.8	14.3	12.3	-0.6	-0.3	0.191	0.131
CCSc1ccccc1C(=O)N1CCN(c2ccccc2F)CC1	70.1	10.3	11.0	23.4	-6.9	0.2	0.5	-0.152	-0.0863
N#C/C(=C\c1ccc[nH]1)Sc1nc2ccccc2s1	87.5	10.4	2.1	4.5	6.4	-1.1	-0.5	0.0459	0.451
NC1=C(c2ccc(F)cc2)C(=O)CS1	90.1	-4.0	x	2.4	x	x	1.0	0.137	-0.147

Screening results from PubChem.
